Screens: PubChem BioAssay, The Scripps Research Institute Molecular Screening Center
GPR151 activ: activates the human receptor GPR151 | Q8TDV0 | PathHunter beta-arrestin GPR151 cells, luminescence | activation, % at 11.2 µM | actives 1% (n = 650,000); in the data active means activation above about 4.9%;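 further: 0% = median of compound wells and 100% = cells with positive control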
Target sequence (Q8TDV0 whole entry, looked up): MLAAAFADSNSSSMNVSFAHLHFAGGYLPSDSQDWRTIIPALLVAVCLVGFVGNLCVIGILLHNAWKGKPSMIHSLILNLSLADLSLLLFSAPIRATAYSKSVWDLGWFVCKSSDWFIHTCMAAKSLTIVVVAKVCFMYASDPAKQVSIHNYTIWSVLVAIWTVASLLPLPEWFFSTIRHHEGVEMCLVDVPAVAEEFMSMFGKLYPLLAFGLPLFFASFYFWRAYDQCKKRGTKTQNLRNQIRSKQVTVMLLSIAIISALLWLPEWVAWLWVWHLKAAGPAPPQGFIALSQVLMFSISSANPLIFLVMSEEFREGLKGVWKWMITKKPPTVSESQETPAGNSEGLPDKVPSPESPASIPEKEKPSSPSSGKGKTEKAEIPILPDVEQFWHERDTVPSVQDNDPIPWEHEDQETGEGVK
MITF primary: inhibitors of human MITF; O75030; AlphaScreen MITF homodimerization, bead proximity signal; inhibition, % at 2.6 µM; actives 0.91% (n = 650,000); AID 1259374; in the data active means inhibition above about 50%;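 further: 0% = vehicle wells with protein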
Target sequence (O75030 whole entry, looked up): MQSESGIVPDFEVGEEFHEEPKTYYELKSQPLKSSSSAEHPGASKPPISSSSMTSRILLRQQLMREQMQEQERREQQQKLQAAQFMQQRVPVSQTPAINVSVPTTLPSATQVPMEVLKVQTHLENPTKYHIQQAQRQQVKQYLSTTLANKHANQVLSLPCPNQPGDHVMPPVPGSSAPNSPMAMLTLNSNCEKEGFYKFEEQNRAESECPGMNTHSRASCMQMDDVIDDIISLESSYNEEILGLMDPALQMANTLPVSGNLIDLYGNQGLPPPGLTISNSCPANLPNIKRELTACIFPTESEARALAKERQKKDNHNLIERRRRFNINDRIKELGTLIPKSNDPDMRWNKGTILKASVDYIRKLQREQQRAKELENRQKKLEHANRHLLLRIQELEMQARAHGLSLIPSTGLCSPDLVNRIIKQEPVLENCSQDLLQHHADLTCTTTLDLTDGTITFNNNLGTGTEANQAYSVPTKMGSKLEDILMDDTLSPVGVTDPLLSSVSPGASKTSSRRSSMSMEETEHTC
FBW7 activator: human FBW7 E3 ligase activation, primary screen. actives 0.13% (n = 650,000). AID 1259310. normalized activity (activation), % at 26.1 µM. AlphaScreen FBW7–phospho-cyclin E peptide binding, activator screen; in the data active means normalized activity above about 1.9%;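 further: purified mutant Fbw7 with reduced substrate affinity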
TEAD-YAP inh: TEAD-YAP interaction inhibition | actives 1.4% (n = 640,000) | HEK-TIYL cells, TEAD-Gal4/YAP UAS-luciferase luminescence | inhibition, % at 9.12 µM; in the data active means inhibition above about 32%;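 further: 0% = median of test compound wells and 100% = reference inhibitor wells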
Numbers without * were called inactive; x = not tested or not shown.

SMILES,GPR151 activ,MITF primary,FBW7 activator,TEAD-YAP inh
C=CC[C@H]1CC=C[C@H](CCCC)N1C(=O)CSc1ccc2nnc(C)n2n1,1.4,8.2,0.4,-3.2
CN(C)CC(C)(O)c1ccc2c(c1)CN(Cc1ccc(OCCO)cc1)CCO2 (stereo unspecified),-0.9,-2.4,0.0,16.8
Cc1cc(NC(=O)c2ccco2)c(C)cc1I,-1.0,7.5,0.8,-3.9
O=C(CCC(=O)N(CC(=O)NC1CCCC1)Cc1ccc(F)cc1)Nc1ccccn1,-1.0,6.2,0.0,-0.1
CSc1cccc(NC(=O)CN(c2ccccc2)S(C)(=O)=O)c1,-0.6,5.6,0.0,-5.8
O=C(c1cc2nc(-c3ccc(Cl)c(Cl)c3)cc(C(F)(F)F)n2n1)N1CCN(C(c2ccccc2)c2ccccc2)CC1,-0.8,-4.8,-0.1,-0.1
O=C(Nc1ccc(Br)cc1Cl)c1ccc(CO)cc1,-2.0,-12.2,-0.1,-54.0
COc1ccc(-c2noc(C3CCCN(S(=O)(=O)c4ccc(OC)cc4)C3)n2)cc1 (stereo unspecified),1.8,3.7,0.0,1.1
CC(=O)N1C(=S)NC(=O)/C1=C/c1cc2cccc(C)c2nc1N1CCOCC1,2.6,-7.4,0.1,-43.1
COc1ccccc1N1CCN(C(CC(C)C)c2nnnn2CC2CCCO2)CC1 (stereo unspecified),-0.4,1.3,0.2,0.5

(further entries)
SMILES,GPR151 activ,MITF primary,FBW7 activator,TEAD-YAP inh
c1cncc(CSc2nnnn2-c2ccc3c(c2)OCCO3)c1,1.6,2.3,0.2,-7.6
O=c1[nH]c2ccc(Cl)cc2c(-c2ccccc2)c1Sc1ncn[nH]1,0.4,-0.6,0.0,5.5
Cc1cc(C(=O)NNC(=O)CNC(=O)Cc2cccc3ccccc23)c(C)o1,1.0,-8.9,0.0,7.6
O=C(Oc1cccc2ccccc12)N1CCN2C(=O)[C@H]3CCCN3C(=O)[C@H]2C1,0.7,-1.8,-0.1,3.9
COc1ccc(OCc2nc(-c3ccc(OC)c(OC)c3)no2)cc1,-1.4,-4.9,-0.1,6.4
CCC(C(=O)NC(C)(C)C)N(C(=O)Cn1nnc(-c2ccc(C)o2)n1)c1ccccc1F (stereo unspecified),-0.5,-3.9,-0.2,4.5
COc1ccc(NC(=O)c2ccc(C)cc2Cl)c([N+](=O)[O-])c1,1.9,12.4,-0.3,-37.2
Cn1c2ccccc2n2c(=O)n(CC(=O)NC3CC3)nc12,-1.0,-1.6,0.4,-4.7
CCOc1ccc(-n2nc(C(=O)NCCCOC)c3ccccc3c2=O)cc1,1.7,6.7,0.6,2.5
Cc1ccc(C(=O)Nc2ncc3c(n2)CC(c2ccco2)CC3=O)cc1 (stereo unspecified),-0.4,-12.3,0.2,1.6

(further entries)
SMILES,GPR151 activ,MITF primary,FBW7 activator,TEAD-YAP inh
COc1cccc(N2CCN(CC(=O)Nc3ccc(C)cc3Br)CC2)c1,-0.5,6.7,-0.3,18.2
Cc1nnc(SCC(=O)Nc2cc(C(N)=O)cc(C(N)=O)c2)n1Cc1ccccc1,2.0,-7.6,0.0,0.7
Clc1ccccc1-c1noc(-c2ccc(-c3ccccc3)cc2)n1,0.2,-8.6,-0.1,6.4
N#CC1CC(c2ccccc2)=NN1c1ccccc1 (stereo unspecified),-0.9,-13.8,0.9,-52.1
CCN(C(=O)CSc1cccc[n+]1[O-])c1ccccc1,-0.4,-6.1,0.1,1.9
COc1cccc(NC2=C(Cl)C(=O)OC2OC(C)C)c1 (stereo unspecified),-0.8,-3.0,0.1,5.6
CC(C(=O)Nc1cccc(N=Cc2c(O)ccc3ccccc23)c1)c1ccccc1 (stereo unspecified),0.0,4.2,x,x
O=C(c1ccc(Nc2ccccc2)nc1)N1CCCCC1,-0.2,-4.1,-0.1,-46.6
COc1cc(OC)c(C2C(C#N)=C(N)Oc3n[nH]c(-c4cccnc4)c32)cc1OC (stereo unspecified),-1.3,-12.6,0.2,-3.0
O=C(CNC(=S)N(CCCN1CCOCC1)Cc1cccs1)NCC1COc2ccccc2O1 (stereo unspecified),-1.5,-3.9,0.0,6.2

Further entries follow:
SMILES,GPR151 activ,MITF primary,FBW7 activator,TEAD-YAP inh
COc1cccc(Oc2coc3cc(OC(=O)c4ccco4)ccc3c2=O)c1,1.4,-2.2,0.1,3.1
CCN(Cc1cccc(OC)c1)C(=O)Nc1ccc(-c2cn[nH]c2)cc1OC,-0.1,-1.4,0.0,-7.8
CCCCNC(=O)c1sc2ncnc(N(CC)CC)c2c1C,2.8,9.8,0.1,6.7
O=C(CSc1nnnn1-c1ccccc1)NC(C(=O)O)(c1ccccc1)c1ccccc1,-0.3,2.6,0.1,-1.0
O=C(Nc1ccc2c(c1)OCO2)c1ccc2nc(NCCN3CCOCC3)sc2c1,-0.1,-2.1,-0.1,-19.4
Cc1ccccc1CNC(=O)C1CCN(C(=O)N2CC(C)Oc3ccccc32)CC1 (stereo unspecified),-3.3,-10.0,0.0,-1.7
CCc1cc2cc3c(cc2nc1SCC(=O)Nc1nccs1)OCO3,-0.1,-0.5,0.0,-4.6
Cc1cc(NS(=O)(=O)c2ccc(NC(=O)c3cccc(C#N)c3)cc2)nc(C)n1,2.3,-1.6,0.0,4.6
Cc1cccc(N2CCN(C(=O)c3cn(C)c(=O)c4c3c3ccccc3n4C)CC2C)c1 (stereo unspecified),0.4,23.9,-0.1,4.8
CC(C)(C)Nc1nc(NC2CCCCC2)nc(N2CCOCC2)n1,0.7,-2.7,-0.1,-0.2

Arranged by heavy-atom count (low to high): some entries from above.
SMILES,GPR151 activ,MITF primary,FBW7 activator,TEAD-YAP inh
CCCCNC(=O)c1sc2ncnc(N(CC)CC)c2c1C,2.8,9.8,0.1,6.7
CC(C)(C)Nc1nc(NC2CCCCC2)nc(N2CCOCC2)n1,0.7,-2.7,-0.1,-0.2
CCc1cc2cc3c(cc2nc1SCC(=O)Nc1nccs1)OCO3,-0.1,-0.5,0.0,-4.6
CCN(Cc1cccc(OC)c1)C(=O)Nc1ccc(-c2cn[nH]c2)cc1OC,-0.1,-1.4,0.0,-7.8
Cc1cc(NS(=O)(=O)c2ccc(NC(=O)c3cccc(C#N)c3)cc2)nc(C)n1,2.3,-1.6,0.0,4.6
Cc1cccc(N2CCN(C(=O)c3cn(C)c(=O)c4c3c3ccccc3n4C)CC2C)c1 (stereo unspecified),0.4,23.9,-0.1,4.8

(further entries)
SMILES,GPR151 activ,MITF primary,FBW7 activator,TEAD-YAP inh
CCOC(=O)c1cc(S(=O)(=O)N2CCn3c2nc2ccccc23)cn1C,0.4,7.7,0.0,-12.4
C=CCn1c(=S)[nH]c2cc(C(=O)Nc3ccccc3F)ccc2c1=O,-1.5,-3.9,0.1,-25.4
CP(C)(=O)CCP(=O)(c1ccccc1)c1ccccc1,0.9,-1.6,0.2,0.8
O=C(NCCCSc1ccccc1)Nc1ncccn1,-1.5,8.9,0.4,7.7
CC(NC(=O)c1cnccn1)c1ccccc1 (stereo unspecified),-0.7,21.5,0.8,-15.6
CCOC(=O)N1CCc2c(sc3c2C(=O)NC(c2ccc(OCC)cc2)N3)C1 (stereo unspecified),-0.1,-7.7,-0.1,-1.0
CC(=O)N1c2ccccc2C2(O)N=C(c3ccccc3)SC12 (stereo unspecified),0.3,-3.6,-0.2,-0.8
COc1ccc(C2CC(=O)NC3=C2C(=O)CC(c2ccccc2Cl)C3)cc1 (stereo unspecified),-0.7,14.0,0.1,6.6
COc1cc2nc(NC3CCC(O)CC3)nc(Nc3ccc(N4CCOCC4)cc3)c2cc1OC (stereo unspecified),0.5,0.8,-0.3,-15.1
Cc1cccc(-n2ccnc2SCC(=O)Nc2ccc(F)cc2F)c1C,9.3*,-4.1,-0.3,-5.4

(next part)
SMILES,GPR151 activ,MITF primary,FBW7 activator,TEAD-YAP inh
CC(C)Oc1ccc(Cc2n[nH]c(=S)n2-c2ccccc2)cc1,-0.7,8.1,0.0,0.2
O=C(/C=C/c1ccccc1)c1cccc(N2C(=O)C=CC2=O)c1,-0.1,8.5,0.0,-12.6
COCCNC(=O)CCC1CCN(Cc2c(C)n(C)n(-c3ccccc3)c2=O)CC1,2.1,11.4,0.0,-0.5
Cc1ccc(C(=O)COC(=O)c2cc(-c3ccccc3)nc3ccccc23)cc1C,0.4,10.2,0.2,5.2
COc1ccc(S(=O)(=O)N2CCc3ccccc32)cc1[N+](=O)[O-],2.0,3.7,0.0,14.4
O=C(Nc1ccccc1Cl)NC1(C(=O)Nc2ccc3c(c2)OCCO3)CCCCC1,1.7,14.3,0.7,10.4
CN1C(=O)CC(C(=O)Nc2cccc(Cl)c2)SC1=Nc1cccc(C(F)(F)F)c1 (stereo unspecified),4.3,-5.0,0.5,-6.0
CCCCCCC(=O)Nc1nnc(CC(C)C)s1,-0.9,47.5,0.5,-6.6
CCCCCCCCn1c(NN=C(C)C)nc2c1c(=O)[nH]c(=O)n2C,-0.2,-18.2,-0.3,15.5
Cc1oc2c(C)c3oc(=O)c(CCC(=O)O)c(C)c3cc2c1C,0.3,5.9,0.1,7.4

Further results follow.
SMILES,GPR151 activ,MITF primary,FBW7 activator,TEAD-YAP inh
CCOc1ccccc1C1NC(=O)NC(C)=C1C(=O)Nc1ccc(Br)cc1 (stereo unspecified),0.4,3.1,-0.2,9.5
Cc1nnc2c(Nc3ccc(F)cc3Cl)nc3ccccc3n12,-0.9,14.5,0.8,3.2
COC(CN(C)c1ccc(-c2ccccc2C=O)cn1)OC,1.6,4.0,-0.2,0.9
c1cncc(CNc2nccc(Nc3ccc4c(c3)OCO4)n2)c1,2.5,2.2,-0.3,-10.3
O=C(CCc1nnc(C2CCCCC2)o1)NCCc1cccs1,-0.7,0.7,0.5,-5.2
O=C(CC1C(=O)NCCN1C/C=C/c1ccccc1)NCCc1ccccc1C(F)(F)F (stereo unspecified),-0.2,-5.8,-0.2,-6.1
O=C(NC(=S)Nc1ccc(-c2nc3ccccc3o2)cc1)c1cc2ccccc2o1,-0.9,-18.6,-0.1,-7.3
Cn1c(=O)c2c(ncn2CC(=O)Nc2ccc(OC(F)(F)Cl)cc2)n(C)c1=O,-2.2,17.0,-0.1,-1.7
COc1cc(C(=O)Nc2sc3c(c2C(=O)O)CC(C)(C)OC3)cc(OC)c1OC,1.9,20.9,1.1,-7.4
O=C(Cn1cnc2ccccc21)Nc1ccc(C(=O)O)cc1,0.5,7.9,0.8,-1.1

Additional entries:
SMILES,GPR151 activ,MITF primary,FBW7 activator,TEAD-YAP inh
CC(C)N(CCNc1nc(NCCN2CCOCC2)nc2nc[nH]c12)C(C)C,-0.6,0.5,-0.2,1.7
COc1ccc(-c2ocnc2C(=O)NCCN2CCCCCC2)cc1OC,1.5,13.5,0.1,2.7
Nc1ccc(Br)cc1C(O)c1ccc(Cl)cc1 (stereo unspecified),0.2,-4.2,-0.1,13.1
Cc1nc(C)n(CCC(=O)N2CCC3(CC2)NC(=O)c2cccnc2N3C)n1,1.4,7.0,0.2,-6.0
Cc1c([N+](=O)[O-])cc(C(=O)NC(C)(C)C)cc1[N+](=O)[O-],-0.7,4.0,-0.4,0.2
CCOC(=O)CSc1nnc(NC(=O)CC(C)C)s1,-0.6,5.4,-0.1,-0.2
COc1cc(OC)cc(C(=O)NCC(=O)NN)c1,-0.4,-11.8,-0.2,-2.4
Cc1cccc(Nc2c(-c3ccc4c(c3)OCC(=O)N4)c(=O)c2=O)c1C,-0.6,16.4,0.6,12.3
Cc1cc(OC(C)C(=O)Nc2ccc(C(N)=O)cc2)ccc1Cl (stereo unspecified),-2.0,9.9,0.2,-0.4
COc1ccccc1N(CC(=O)Nc1ccccc1C(=O)NC(C)C)S(C)(=O)=O,-1.0,12.3,-0.1,-0.3

More entries:
SMILES,GPR151 activ,MITF primary,FBW7 activator,TEAD-YAP inh
NCCCC[C@@H]1NC(=O)[C@@H]2C[C@H](NC(=O)c3ccc(C(F)(F)F)cc3)CN2C1=O,-0.2,13.8,-0.1,12.3
CCc1ccc(N2C(=O)c3ccccc3NC2c2ccc(OCc3ccccc3)cc2)cc1 (stereo unspecified),-2.4,13.0,0.2,-49.6
O=C(CSc1nc2c(sc3ccccc32)c(=O)n1-c1ccccc1)c1ccccc1,-0.7,13.2,0.1,4.3
CN(C)CC(C)(O)c1ccc2c(c1)CN(Cc1cccn1-c1ncccn1)CCO2 (stereo unspecified),-0.8,-12.8,-0.1,-9.8
C=CCOc1ccc(C(=O)N2CCc3c(nc(N4CC(C)OC(C)C4)[nH]c3=O)C2)cc1 (stereo unspecified),0.4,-1.0,7.4*,-2.9
COc1ccc(OCC(=O)NNC(=O)COc2cc(C)c(Cl)c(C)c2)cc1,0.8,-1.7,0.1,11.1
O=C(NCc1cccnc1)C1CCN(CC2CC=CCC2)CC1 (stereo unspecified),1.5,63.1*,-0.1,-0.5
Cc1onc(-c2c(Cl)cccc2Cl)c1C(=O)N1CCc2ccccc21,0.5,10.6,0.8,0.4
O=[N+]([O-])c1cc(Cl)c2oc(-c3ccc(O)cc3)nc2c1,-0.3,-5.0,-0.1,54.7*
Cc1ccc(NC(=O)c2cnn3cccnc23)cc1C,-2.9,-1.1,0.0,-32.7
COc1ccc(CNC(=O)CN2C(=O)CC(C)(C)Sc3ccccc32)cc1,-0.1,-12.3,0.0,-2.8
CCOC(=O)C1=C(CSc2nc(-c3cccs3)ccc2C#N)OC(N)=C(C#N)C1c1ccccc1 (stereo unspecified),-2.2,-5.8,0.1,-7.5
COc1ccc2c(=O)c(-c3ccccc3)coc2c1,-8.6,2.2,0.0,29.4
